Screens from PubChem BioAssay.
LDHA inh = blocks human lactate dehydrogenase A; P00338; purified LDHA, NADH/diaphorase-resazurin fluorescence; active compounds read low; activity change, % (values are at about 110 or 230 µM); hit rate 0.15% among 480,000; AID 1347041; in the data active means activity change below about -30%; inconclusive means mostly about -25% to -30%;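 further: plate controls were DMSO wells for no effect and wells without enzyme for full effect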
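Human LDH5 (2 nM) was incubated with 0.06 mM NADH and 0.2 mM pyruvate for 5 min at room temperature in Tris pH 7.4. Remaining NADH was coupled through diaphorase/resazurin, and resorufin fluorescence was read at 0 and 20 min.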
Vif-A3F inh = Vif-A3F binding inhibition. HeLa A3F-eYFP + Vif (tagged APOBEC3F with the HIV-1 protein that degrades it), YFP fluorescence increase. hit rate 0.2% among 390,000. AID 602313. Potency, µM (highest dose often 46.1 µM), without a hit: at the top dose activity, negative = active; further: potency means the concentration at half of the fitted maximal effect; % of control where 0% means no effect; nearly all actives have a fitted effect of over 65% in size
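HeLa cells stably expressing A3F-eYFP plus Vif, plated and incubated overnight at 37 deg C, then exposed to compounds overnight at 37 deg C. Blocked degradation read as raised yellow fluorescence (Ex 488/Em 500-530).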
PI4K2A block = PI4K2A (human) kinase inhibition; Q9BTU6; purified PI4K2A, ADP-Glo luminescence, 1 h; active compounds read low; activity change, negative = inhibition, % at 76.9 µM; hit rate 0.13% among 420,000; in the data active means activity change below about -50%; inconclusive means mostly about -30% to -49%;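 further: -100% = wells without enzyme as full effect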
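In this quantitative HTS, ADP production by PI4K2A was quantified luminescently after 1 h at ambient temperature; 100 microM adenosine served as plate-quality control.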
mIDH1 inhibitor = human IDH1 R132H inhibition; Potency, µM (doses to about 76.6 µM), inactives show at the top dose activity change, negative = inhibition, most hits filed as inhibitors; hit rate 0.093% among 390,000; IDH1-R132H enzyme, NADPH consumption, diaphorase/resazurin fluorescence; O75874; further: potency means the concentration at half of the fitted maximal effect; on the % scale 0 is the no-effect control and ±100 the full control effect; nearly all actives have a fitted effect of over 65% in size
Target sequence (O75874 whole entry R132H, stated change not applied): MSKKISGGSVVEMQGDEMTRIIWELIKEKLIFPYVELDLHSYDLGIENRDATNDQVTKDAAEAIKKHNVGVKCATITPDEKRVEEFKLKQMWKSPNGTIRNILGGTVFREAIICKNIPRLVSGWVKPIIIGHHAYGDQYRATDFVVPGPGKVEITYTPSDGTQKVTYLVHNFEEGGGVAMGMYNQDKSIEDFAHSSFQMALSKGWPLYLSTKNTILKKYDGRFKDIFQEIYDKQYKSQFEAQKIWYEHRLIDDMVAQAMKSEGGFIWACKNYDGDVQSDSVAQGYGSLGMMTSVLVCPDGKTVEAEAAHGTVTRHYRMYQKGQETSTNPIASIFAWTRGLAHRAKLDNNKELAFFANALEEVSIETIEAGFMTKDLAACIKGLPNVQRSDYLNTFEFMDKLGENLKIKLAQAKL
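IDH1-R132H (0.5 ug/mL dispensed) in pH 7.5 Tris buffer was preincubated 30 min with compound, then given a substrate mix of 0.016 mM NADPH and 2 mM alpha-KG for 80 min at room temperature; remaining NADPH was read by diaphorase/resazurin fluorescence.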
Vif-A3G inh = blocks the Vif interaction with human APOBEC3G; HeLa A3G-eYFP + Vif (tagged APOBEC3G with the HIV-1 protein that degrades it), YFP fluorescence, overnight; hit rate 0.076% among 410,000; Potency, µM (series often up to 46.1 µM), for inactives: at the top dose activity, negative = active, usual class: inhibitors;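 further: potency means the concentration at half of the fitted maximal effect; on the % scale 0 is the no-effect control and ±100 the full control effect; nearly all actives have a fitted effect of over 60% in size; hits raise eYFP signal because A3G escapes Vif-driven loss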
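Read-out is eYFP fluorescence (Ex 488/Em 500-530) from Vif-expressing HeLa A3G-eYFP cells; more signal means A3G escaped Vif-mediated degradation. Cells plated overnight, compound pinned in, incubated overnight at 37 deg C.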
Glioma ERSR ind = inducers of ER stress response in human glioma cells; AID 602332; hit rate 0.02% among 420,000; Potency, µM, without a hit: top-dose activation, most hits filed as activators; U87-MG GRP78 promoter luciferase reporter, 16 h; further: potency means the concentration at half of the fitted maximal effect; series mostly up to about 76 µM; % of control where 0% means no effect; nearly all actives have a fitted effect of over 35% in size
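ERSR induction read as luciferase luminescence (Bright-Glo, 10 min at room temperature) in stably transfected human U87-MG glioma cells exposed to compounds for 16 h, using GRP78 as sensor.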
RXFP1 agonist = agonists of human relaxin receptor RXFP1 | AID 2676 | hit rate 0.3% among 370,000 | Q9HBX9 | Potency, µM (highest dose often 57.5 µM), inactives show at the top dose activation, most hits filed as activators | HEK293T-RXFP1 cAMP TR-FRET, 30 min; response scale: percent of porcine relaxin response, buffer zero; further: potency means the concentration at half of the fitted maximal effect; on the % scale 0 is the no-effect control and ±100 the full control effect; nearly all actives have a fitted effect of over 60% in size; many of its hits are not listed in these tables
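HEK293T cells stably expressing RXFP1 were pretreated with the PDE4 inhibitor Ro 20174, exposed to compounds for 30 min at 37C, lysed, and cAMP was read by TR-FRET. Data normalized to buffer (basal) and 29 nM porcine relaxin (100%).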
TrxR1 substrate = rat thioredoxin reductase 1 substrate activity. Potency, µM (series often up to 114 µM), without a hit: top-dose activity change, negative = substrate turnover. AID 588456. hit rate 0.01% among 390,000. purified TrxR1 substrate turnover, NADPH consumption readout; further: potency means the concentration at half of the fitted maximal effect; on the % scale 0 is the no-effect control and ±100 the full control effect; nearly all actives have a fitted effect of over 50% in size
Target sequence (O89049 whole entry, looked up): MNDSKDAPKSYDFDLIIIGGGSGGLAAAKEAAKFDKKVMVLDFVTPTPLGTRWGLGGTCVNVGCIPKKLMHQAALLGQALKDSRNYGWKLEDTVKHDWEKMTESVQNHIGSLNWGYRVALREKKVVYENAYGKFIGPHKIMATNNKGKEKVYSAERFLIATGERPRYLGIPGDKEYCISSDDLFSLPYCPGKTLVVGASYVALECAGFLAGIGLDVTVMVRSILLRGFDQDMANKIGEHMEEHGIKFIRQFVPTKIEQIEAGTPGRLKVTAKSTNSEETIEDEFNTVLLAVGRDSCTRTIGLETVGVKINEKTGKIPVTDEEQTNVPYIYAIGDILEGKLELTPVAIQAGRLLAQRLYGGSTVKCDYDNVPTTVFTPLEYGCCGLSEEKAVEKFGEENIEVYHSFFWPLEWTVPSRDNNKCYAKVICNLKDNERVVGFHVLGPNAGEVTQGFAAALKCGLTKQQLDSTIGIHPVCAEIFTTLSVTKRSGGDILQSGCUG
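Rat TrxR1, dispensed at 90 nM, was prereduced with 400 uM NADPH (final) for 5 min at ~22 deg C, then incubated with compound 15 min before 400 uM selenite. A first-read NADPH fluorescence drop versus no-compound background flagged substrates.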
USP1-UAF1 inh = blocks the human USP1/UAF1 deubiquitinase complex. O94782. recombinant USP1/UAF1, Ub-Rhodamine cleavage fluorescence. Potency, µM (series often up to 57.1 µM), inactives show at the highest dose activity change, negative = inhibition, usual class: inhibitors. hit rate 0.23% among 390,000; further: potency means the concentration at half of the fitted maximal effect; on the % scale 0 is the no-effect control and ±100 the full control effect; nearly all actives have a fitted effect of over 60% in size; inactives centre near -12
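USP1/UAF1 complex (1 nM) preincubated 15 min at room temperature with compound, then Ub-Rho substrate (150 nM final) added. Kinetic fluorescence at 480/540 nm over 6 reads at 60 s intervals; 50 mM HEPES pH 7.8, 0.5 mM EDTA, 0.1 mg/ml BSA, 1 mM TCEP, 0.01% Tween-20.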
Starred values were filed as active, the others as inactive; ? = inconclusive; . = not tested or not shown; [ ] = dose if it differs, or a comment. Unless noted, the call rests on the fitted dose curve; in most records, active means well fitted curve in the direction sought with a large enough effect; inconclusive means small, poorly fitted or top-dose-only effect, or another doubt; inactive means no such curve, though single readings can be large; an effect the other way counts as inactive or inconclusive. A portion of the library, so the mix of outcomes need not match the whole.

SMILES	LDHA inh	Vif-A3F inh	PI4K2A block	mIDH1 inhibitor	Vif-A3G inh	Glioma ERSR ind	RXFP1 agonist	TrxR1 substrate	USP1-UAF1 inh
COc1ccc2[nH]c(=O)c(CN(Cc3cccs3)Cc3nnnn3C(C)(C)C)cc2c1	0	-10%	0	7%	-7%	-1%	5.5%	18%	-19%
CCOC(=O)c1c(C)[nH]c(C)c1S(=O)(=O)N(C)CC(=O)Nc1cc(Cl)ccc1C	3	-2%	-3	-19%	3%	-1%	-0.5%	5%[57.1 µM]	-23%
COc1ccc(C2CN=NC2C(=O)c2ccccc2)cc1 (stereo not drawn)	4	-6%	-2	-2%	-10%	-1%	0.0%	1%[57.1 µM]	-26%
O=C(CC1(O)C(=O)N(Cc2ccccc2Cl)c2ccccc21)c1ccco1 (stereo not drawn)	-4	0%	3	2%	-2%	0%	0.7%	0%	-12%
O=C(NCc1ccc(F)cc1)C1CCC(CNc2c(N3CCCCC3)c(=O)c2=O)CC1 (stereo not drawn)	-3	2%	-1	3%	2%	1%	0.0%	-1%	-16%
COc1ccc(/C=C/C(=O)NCC(=O)N=Nc2c(O)[nH]c3ccc([N+](=O)[O-])cc23)cc1	12	-1%	1	0%	-1%	-3%	1.5%	-9%	-18%
CN=C1S/C(=C\c2cc(C)n(-c3ccccc3F)c2C)C(=O)N1C	-3	-7%	-9	5%	0%	1%	3.7%	3%[57.1 µM]	-23%
Cc1cccc(NC(=S)NCc2ccc(F)cc2)c1C	-6	-20%	-8	2%	-1%	0%	0.1%	11%[57.1 µM]	0%
Cc1cc(C)n2nc(SCC(=O)NCc3ccco3)nc2n1	0	-4%	1	4%	1%	-4%	-1.8%	-4%	-9%
CN1CCN(C(=O)c2cc(-c3cccc(Cl)c3)on2)CC1	-10	-12%	-1	6%	1%	3%	1.5%	-10%	0%
O=C(Nc1ccc(N2CCOCC2)cc1)NC1CCCCC1	1	0%	-2	16%	0%	10%	-0.1%	4%[57.1 µM]	-7%
O=C(/C=C/c1ccccc1)Oc1coc(CSc2ncccn2)cc1=O	-1	-1%	66	0%	3%	2%	5.6%	-2%	-18%
Cc1ccc(/C=C/C(=O)Nc2ccc(N(C)C)cc2)o1	13	-2%	2	4%	-2%	3%	-2.2%	-7%	-7%
CCOC(=O)C1=C[C@@H](CC)N(S(=O)(=O)c2ccc(C)cc2)[C@H]1c1cccs1	-3	.	5	.	-1%	-6%	.	.	.
CCOc1ccc(C2c3[nH]c4ccccc4c3CCN2C(=O)CSCc2ccc(F)cc2)cc1 (stereo not drawn)	-2	0%	-2	14%	-5%	-5%	1.4%	1%[57.1 µM]	?

Three compounds from above, arranged by the value under mIDH1 inhibitor, lowest first.
SMILES	LDHA inh	Vif-A3F inh	PI4K2A block	mIDH1 inhibitor	Vif-A3G inh	Glioma ERSR ind	TrxR1 substrate	USP1-UAF1 inh
CCOC(=O)c1c(C)[nH]c(C)c1S(=O)(=O)N(C)CC(=O)Nc1cc(Cl)ccc1C	3	-2%	-3	-19%	3%	-1%	5%[57.1 µM]	-23%
Cc1cccc(NC(=S)NCc2ccc(F)cc2)c1C	-6	-20%	-8	2%	-1%	0%	11%[57.1 µM]	0%
CN=C1S/C(=C\c2cc(C)n(-c3ccccc3F)c2C)C(=O)N1C	-3	-7%	-9	5%	0%	1%	3%[57.1 µM]	-23%

Later entries:
SMILES	LDHA inh	Vif-A3F inh	PI4K2A block	mIDH1 inhibitor	Vif-A3G inh	Glioma ERSR ind	RXFP1 agonist	TrxR1 substrate	USP1-UAF1 inh
COc1ccc(C=C2SC(=S)NC2=O)cc1	-16	-4%	-1	3%	4%	2%	.	-10%	-21%
O=C(CCc1ccco1)CCc1ccco1	0	4%	-8	2%	-1%	-3%	.	-16%	-2%
CN(CC(=O)Nc1ccc(F)cc1)C(=O)CN1C(=O)c2cccc([N+](=O)[O-])c2C1=O	-3	2%	8	12%	1%	0%	0.5%	-8%	-9%
O=C(COC(=O)CNC(=O)c1ccc(F)cc1)NC1CCCc2ccccc21 (stereo not drawn)	-3	-15%	-8	6%	2%	-4%	.	0%	-8%
CC(C)(C)OC(=O)NCCC(=O)N/N=C/c1cccc2cccnc12	-6	-14%	-5	6%	2%	-5%	1.3%	-1%	-18%
CC(C)(O)C1CC[C@@](C)([C@@H]2CC[C@]3(C)[C@H]2[C@H](O)CC2[C@@]4(C)CCC(O)C(C)(C)C4C(OC4OC(CO)C(O)C(O)C4O[C@@H]4OCC(O)C(O)C4O)C[C@]23C)O1 (stereo partly drawn)	-1	2%	2	25%	-3%	-3%	.	2%	-2%
COc1ccc(C(C(=O)NCc2ccccc2)N(Cc2ccco2)C(=O)c2cnccn2)cc1 (stereo not drawn)	-5	6%	2	2%	-1%	3%	-0.5%	2%[57.1 µM]	-11%
CCC1CCCCN1C(=O)COC(=O)c1n[nH]c2ccccc12 (stereo not drawn)	-8	.	6	6%	-1%	5%	-0.7%	18%	-24%
COc1ccc(C2C(C(=O)O)CCC(=O)N2c2ccc(OC)cc2)cc1 (stereo not drawn)	-4	-4%	2	1%	0%	-1%	-0.3%	-6%	-4%
CN(C)c1ccc(NC(=O)CSc2nnc(-c3ccco3)c(-c3ccco3)n2)cc1	10	-7%	-27	7%	?	1%	-2.2%	-10%	-7%
CCOc1ccc(OCCCC(=O)Nc2cc(S(=O)(=O)N3CCOCC3)ccc2N2CCOCC2)cc1	-9	-4%	1	-5%	-4%	3%	.	0%	-2%
CCOc1ccc2[nH]c3ncccc3c(=O)c2c1	-2	1%	-4	-4%	-8%	3%	6.4%	3%	-31%
O=C(OCCOc1ccc(Br)cc1)c1ccc(Cl)c(S(=O)(=O)N2CCOCC2)c1	0	5%	-1	-4%	0%	-3%	1.8%	-6%[57.1 µM]	-8%
Cc1ccc(NC(=O)c2c(C)oc3ccc(O)c(CN4CCCCCC4)c23)cc1	7	2%	-1	-12%	8%	5%	0.6%	-2%	20%
C/C(=N\NC(=O)c1ccc(F)cc1)c1cccc(NC(=O)c2ccco2)c1	-3	-11%	10	3%	-1%	10%	4.0%	11%	-14%
Cc1ccc(-c2ccc(=O)n(CC(=O)NCCc3ccccc3)n2)cc1	-11	-3%	2	6%	2%	0%	-2.0%	-4%[57.1 µM]	?
O=C(NCc1ccccc1)c1ccc(NC(=O)c2nsc3ccccc23)cc1	-2	-6%	-2	-10%	1%	-6%	7.5%	9%[57.1 µM]	5%
O=C(OCc1cn([C@H]2C[C@H](c3ccc(Cl)cc3)N(CC3CCCCC3)C[C@@H]2O)nn1)c1ccccc1	-2	1%	3	3%	-1%	-1%	.	.	-21%
C[C@H]1COC(=O)[C@H](CC(=O)OC(C)(C)C)C/C=C\C[C@@H](CC(=O)N[C@H](CO)Cc2ccccc2)C(=O)N1	-13	3%	-1	-8%	1%	2%	.	8%[57.1 µM]	10%
O=C(Nc1nc2cc3c(cc2s1)OCO3)C1CCCCC1	-1	1%	-4	2%	1%	1%	-1.0%	-3%	-24%
NC(CCc1ccccc1)c1csc(NC(=O)NCCc2ccccc2)n1 (stereo not drawn)	-4	.	3	.	-8%	-7%	.	.	.
CCN1C(=O)C(CC(=O)Nc2ccccc2)S/C1=N\c1ccccn1 (stereo not drawn)	-2	15%	8	16%	?	-3%	5.7%	4%[57.1 µM]	-21%
O=C(CSc1nc(-c2cccs2)nc2cc(=O)[nH]n12)Nc1ccc(F)cc1	0	-20%	-7	-10%	-22%	-1%	2.5%	5%[57.1 µM]	-10%

Entries shown so far that have an aryl methoxy group:
SMILES	LDHA inh	Vif-A3F inh	PI4K2A block	mIDH1 inhibitor	Vif-A3G inh	Glioma ERSR ind	RXFP1 agonist	TrxR1 substrate	USP1-UAF1 inh
COc1ccc2[nH]c(=O)c(CN(Cc3cccs3)Cc3nnnn3C(C)(C)C)cc2c1	0	-10%	0	7%	-7%	-1%	5.5%	18%	-19%
COc1ccc(C2CN=NC2C(=O)c2ccccc2)cc1 (stereo not drawn)	4	-6%	-2	-2%	-10%	-1%	0.0%	1%[57.1 µM]	-26%
COc1ccc(/C=C/C(=O)NCC(=O)N=Nc2c(O)[nH]c3ccc([N+](=O)[O-])cc23)cc1	12	-1%	1	0%	-1%	-3%	1.5%	-9%	-18%
COc1ccc(C=C2SC(=S)NC2=O)cc1	-16	-4%	-1	3%	4%	2%	.	-10%	-21%
COc1ccc(C(C(=O)NCc2ccccc2)N(Cc2ccco2)C(=O)c2cnccn2)cc1 (stereo not drawn)	-5	6%	2	2%	-1%	3%	-0.5%	2%[57.1 µM]	-11%
COc1ccc(C2C(C(=O)O)CCC(=O)N2c2ccc(OC)cc2)cc1 (stereo not drawn)	-4	-4%	2	1%	0%	-1%	-0.3%	-6%	-4%
